K1F lysis inhibition – protection from phage-mediated lysis, alamar blue read-out – E. coli UTI89, K1F phage, bacterial capsule biogenesis inhibitors (AID 488966); E. coli UTI89 K1F phage lysis, alamar blue, 2 h; higher % means a stronger effect; inhibition, % at 100 µM, or IC50 in µM where a hit was titrated; actives 0.02% (n = 340,000);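 active = phage lysis inhibition, versus mean bacterial control, above a set limit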;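 note: capsule biogenesis inhibitors block K1F phage lysis so surviving cells raise fluorescence; higher fluorescence means more inhibition of phage lysis; actives were called in the ten point dose series up to 300 µM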
T cell HTS – T cell immune modulators affecting CD8 T cell-vesicle binding; actives 0.068% (n = 330,000); calls only at 7 µM; AID 2052; 2C CD8+ T cell-vesicle binding, flow cytometry; hits give low values;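 active = response, share of CD8 T cells binding vesicles, and their 90th percentile fluorescence all below set limits, cut at about 80% in these data, passing the limit was not always enough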
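System: murine 2C transgenic CD8+ T lymphocytes; also added: QL9-loaded Drosophila micro-vesicles; times: binding 1.5 h at 37 °C; measured by: flow cytometry, PE anti-B7-1 (FL2) versus Alexa647 anti-CD8 (FL8), PFA-fixed; control set: Peptide-free naked vesicles (low) and QL9 vesicles with 0.7% DMSO vehicle (high)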
West Nile virus CPE – inhibition of WNV-induced cytopathic effect – cell-based, CPE readout (AID 1621); actives 0.02% (n = 290,000); CPE inhibition, % at 10 µM, or IC50 in µM where a hit was titrated; West Nile virus-infected cells, CPE inhibition; higher % means a stronger effect; in the data active = a potency from the dose series; note: strong numbers were not always called active
T cell HTS vesicle-bound % – further read-out of T cell HTS, marked with its call; double positive events, %; measured here: CD8+ vesicle-bound cell fraction;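 binding gate set so that unloaded-vesicle control wells show 10% double positive cells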
The depositor's hits bear a star; i = inactive; · = not tested or not shown; [ ] = another dose, or the depositor's remark. An excerpt; count on the stated rates, not on these rows.

SMILES	K1F lysis inhibition	T cell HTS	T cell HTS vesicle-bound %	West Nile virus CPE
CC(C)C[C@@H](NC(=O)C1CCC(CNC(=O)[C@H](Cc2ccccc2)NC(=O)OC(C)(C)C)CC1)C(=O)O (stereo not given in full)	0.3%	·	·	0.0%
COc1cc(C(=O)NC(C)Cc2ccccn2)ccc1OC1CCN(C(C)=O)CC1 (stereo not given)	3.4%	·	·	0.0%
O=C(c1nn2c(C(F)(F)F)cc(-c3ccccc3)nc2c1Cl)N1CCN2CCCC2C1 (stereo not given)	0.1%	·	·	-1.2%
Cc1ccccc1NC(=O)CSc1nc2ccccc2c(=O)n1CC1CCCO1 (stereo not given)	0.1%	·	·	0.9%
CSc1ccc(/C=N/n2c(C)nc3ccccc3c2=O)cc1	0.0%	·	·	-0.3%
Cc1coc(C)c1C(=O)Nc1ccc2ccccc2c1	0.4%[50 µM]	·	·	-0.6%
CC(C)(C)OC(=O)COc1ccc(/C=N/NC(=O)CN2CCCCC2)cc1	0.1%	·	·	0.8%
CN(C)S(=O)(=O)c1cc(NC(=O)CSc2cccc[n+]2[O-])ccc1Cl	1.0%[50 µM]	i	26	·
COc1cccc(C(=O)NNC(=O)CCN2CCN(c3ccccc3)CC2)c1	1.4%	i	26	·
O=C(CSc1nnc(C2CC2)n1-c1ccccc1)NC1CCS(=O)(=O)C1 (stereo not given)	0.6%[50 µM]	i	56	·

3 entries already listed, sorted by molecular weight, highest first:
SMILES	K1F lysis inhibition	T cell HTS	T cell HTS vesicle-bound %	West Nile virus CPE
COc1cc(C(=O)NC(C)Cc2ccccn2)ccc1OC1CCN(C(C)=O)CC1 (stereo not given)	3.4%	·	·	0.0%
Cc1ccccc1NC(=O)CSc1nc2ccccc2c(=O)n1CC1CCCO1 (stereo not given)	0.1%	·	·	0.9%
COc1cccc(C(=O)NNC(=O)CCN2CCN(c3ccccc3)CC2)c1	1.4%	i	26	·

The listing continues:
SMILES	K1F lysis inhibition	T cell HTS	T cell HTS vesicle-bound %	West Nile virus CPE
Cc1ccnc(SCC(=O)Nc2cccc(S(=O)(=O)N3CCOCC3)c2)n1	0.5%	i	33	·
Cc1ccc(NC(=O)COC(=O)C2=NNC(=O)CC2)c(Br)c1	0.3%[50 µM]	i	35	·
CCOC(=O)C1=C(COC(=O)[C@@H](NC(=O)c2cccc(C)c2)C(C)C)NC(=O)NC1C (stereo not given in full)	0.6%	i	33	·
Nc1ncnc2c1ncn2[C@@H]1O[C@H](CN2CCCS2(=O)=O)[C@@H](O)[C@H]1O	0.3%	i	8	·
CCOc1ccccc1NC(=O)COC(=O)c1ccc2ccccc2n1	0.2%[50 µM]	i	31	·
CC(C)(C)OC(=O)NCCCCCNC(=O)c1nc[nH]c1C(=O)NCC(=O)OCc1ccccc1	0.6%	i	19	·
COc1ccc(N(CC(=O)NCCSc2ccccc2)S(=O)(=O)c2ccccc2)c(OC)c1	0.7%	i	46	·
Cc1cc(C)c(NC(=O)COC(=O)C2CCCO2)c(C)c1 (stereo not given)	-1.2%	i	24	·
COc1ccccc1N(Cc1ccccc1)S(=O)(=O)c1cccc(C(=O)N2CCCCC2)c1	-0.1%[50 µM]	i	34	·
COc1ccc(S(=O)(=O)N(C)C[C@H]2Oc3ccc(NC(=O)Nc4ccc5c(c4)OCO5)cc3CC(=O)N([C@@H](C)CO)C[C@@H]2C)cc1	1.3%	i	23	·

Compound profiles, from the list above. Values in the order: K1F lysis inhibition	T cell HTS	T cell HTS vesicle-bound %	West Nile virus CPE
`CSc1ccc(/C=N/n2c(C)nc3ccccc3c2=O)cc1` as listed: 0.0%	·	·	-0.3%
`Cc1ccnc(SCC(=O)Nc2cccc(S(=O)(=O)N3CCOCC3)c2)n1` as listed: 0.5%	i	33	·
`O=C(CSc1nnc(C2CC2)n1-c1ccccc1)NC1CCS(=O)(=O)C1` (stereo not given) as listed: 0.6%[50 µM]	i	56	·

(next part)
SMILES	K1F lysis inhibition	T cell HTS	T cell HTS vesicle-bound %	West Nile virus CPE
CC(C)NC(=O)N(C)C[C@H]1Oc2ccc(NC(=O)Nc3ccc4c(c3)OCO4)cc2C(=O)N([C@H](C)CO)C[C@@H]1C	2.8%	i	12	·
O=S(=O)(NCCOc1ccccc1F)c1ccc(Cl)cc1F	0.4%[50 µM]	i	56	·
COc1ccc(CCNS(=O)(=O)c2ccc3c(c2)CCCC3)cc1OC	0.2%[50 µM]	i	33	·
CC(C)CC1(C)NC(=O)N(CC(=O)Nc2ccc3c(c2)OCCO3)C1=O (stereo not given)	-3.0%	i	41	·
CC(C)C(NC(=O)c1ccccc1F)C(=O)NCCCn1ccnc1 (stereo not given)	0.3%[50 µM]	i	27	·
COc1ccc(C(=O)C(C)OC(=O)CNC(=O)c2ccco2)cc1 (stereo not given)	0.6%[50 µM]	i	53	·
COc1ccc(C(C)=O)cc1COC(=O)C1CCN(C(=O)c2ccc(Cl)cc2)CC1	0.1%[50 µM]	i	23	·
CC(=O)Oc1ccc(C#C/C=C2\c3ccccc3C(=O)N2c2ccccc2)cc1	0.2%	i	29	·
Cn1cccc1C(=O)OCC(=O)NNC(=O)c1ccc([N+](=O)[O-])cc1	0.4%[50 µM]	i	31	·
CC(=O)OCC1OC(OC2C[C@]3(C)C(CC(O)C4C([C@](C)(CCC=C(C)C)OC5OC(CO)C(O)C(O)C5O)CC[C@]43C)[C@@]3(C)CCC(O)C(C)(C)C23)C(O[C@@H]2OC(C)C(O)C(O)C2O)C(O)C1O (stereo not given in full)	0.1%	i	4	·
O=C(COc1cccnc1[N+](=O)[O-])Nc1cc(Cl)ccc1Cl	-0.5%	i	52	·
CC(=O)[C@H]1CCC2C3CC=C4C[C@@H](O)CC[C@]4(C)C3CC[C@@]21C (stereo not given in full)	1.3%	i	49	·
CCN(C[C@H]1N[C@@](C)(C(=O)OC)[C@H]2C(=O)N(C)C(=O)[C@@H]12)S(=O)(=O)c1ccc(C)cc1	0.2%	i	10	·
CCN(C(=O)COC(=O)c1ccccc1O)c1nc2ccccc2s1	-1.2%	i	27	·
Nc1ncnc2c1ncn2[C@@H]1O[C@H](CNCc2ccc(OCC(=O)Nc3nccs3)cc2)[C@@H](O)[C@H]1O	0.2%	i	12	·
N#Cc1ccccc1S(=O)(=O)N1CCN(C(=O)Cc2n[nH]c(=O)c3ccccc23)CC1	-1.6%	i	39	·
CC(=O)Nc1ccc(SCC(=O)Nc2ccccc2N2CCOCC2)cc1	9.7%	i	56	·
Cc1ccc(S(=O)(=O)/N=C2/NC(=O)/C(=C\c3ccccc3)S2)cc1	-1.9%[50 µM]	i	16	·
C[C@H](CO)N1C[C@H](C)[C@H](CN(C)C(=O)Nc2ccc(F)cc2)Oc2ccc(NC(=O)NC3CCCCC3)cc2CC1=O	9.5%	i	8	·
C[C@H](CO)N1C[C@H](C)[C@@H](CN(C)S(=O)(=O)c2ccc(F)cc2)Oc2ccc(NC(=O)Nc3ccccc3)cc2C1=O	2.3%	i	36	·
COCCn1c(SCC(=O)c2c(N)n(C3CC3)c(=O)[nH]c2=O)nnc1-c1ccc(Cl)cc1	0.3%[50 µM]	i	48	·
CC[C@]12c3[nH]c4ccccc4c3CCN1C(=O)C(CC(=O)NCCCOC)C[C@@H]2C(=O)N1CCN(C(=O)c2ccco2)CC1 (stereo not given in full)	0.2%	i	8	·
COc1ccc([C@@H]2CC(=O)c3c(O)cc(O[C@@H]4OC(CO[C@@H]5OC(C)[C@H](O)[C@@H](O)[C@H]5O)[C@@H](O)[C@H](O)[C@H]4O)cc3O2)cc1O (stereo not given in full)	-0.6%	i	3	·
CN(C)c1ccc(S(=O)(=O)N2CCC(Cc3ccccc3)CC2)cn1	1.1%[50 µM]	i	40	·

Screening data as filed in PubChem.
